# HDAC3 inhib = blocks human histone deacetylase 3; recombinant HDAC3, fluorogenic peptide/trypsin coupled, fluorescence; inhibition, % at 8.3 µM; actives 0.15% (n = 320,000); AID 2718; in the data active = inhibition above about 26%, passing the limit was not always enough; inconclusive = no clear call, values can overlap the other calls
# KCNQ1 block = human KCNQ1 channel inhibition. P51787. CHO-K1 KCNQ1, FluxOR thallium flux fluorescence; stronger effect = higher value. B-score at 10 µM. actives 1.3% (n = 310,000);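 active = compounds whose thallium flux B-score, printed positive for inhibition, exceeds three library SD while starting fluorescence stays within three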;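 note: channel opened by potassium depolarization with thallium stimulus after 20 min compound exposure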
# TRPC4 act = opens the mouse TRPC4 cation channel | Q9QUQ5 | HEK293 TRPC4beta/mu-opioid, Fluo4 calcium fluorescence; stronger effect = higher value | B-score at 10 µM | actives 0.49% (n = 310,000) | AID 2237;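 active = B-score above 5 SD of library B-scores, and initial fluorescence ratio not above library mean plus 5 SD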;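 note: positive B-score marks a calcium rise read as TRPC4 activation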
#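 Incubation: 45 min room-temperature Fluo4 loading, 110 s read / System: HEK293 cells stably co-expressing mouse TRPC4beta and mu-opioid receptor / Signal: Fluo4 fluorescence, kinetic / Control set: buffer (low) and maximal DAMGO (high) / Measure: integrated baseline-normalised fluorescence ratio, converted to per-well B score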
# KCNK9 inh = inhibitors of human KCNK9 two-pore domain potassium channel; AID 488922; HEK293 KCNK9, FluxOR thallium flux fluorescence; stronger effect = lower value; B-score at 10 µM; actives 1.2% (n = 310,000); Q9NPC2;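 active = ratio B-score over 3 SD below the library mean, with starting fluorescence within 5 SD of its mean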;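 note: negative B-score means less thallium flux so channel inhibition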
# Target sequence (Q9NPC2 whole entry, looked up, the tested form may be a part): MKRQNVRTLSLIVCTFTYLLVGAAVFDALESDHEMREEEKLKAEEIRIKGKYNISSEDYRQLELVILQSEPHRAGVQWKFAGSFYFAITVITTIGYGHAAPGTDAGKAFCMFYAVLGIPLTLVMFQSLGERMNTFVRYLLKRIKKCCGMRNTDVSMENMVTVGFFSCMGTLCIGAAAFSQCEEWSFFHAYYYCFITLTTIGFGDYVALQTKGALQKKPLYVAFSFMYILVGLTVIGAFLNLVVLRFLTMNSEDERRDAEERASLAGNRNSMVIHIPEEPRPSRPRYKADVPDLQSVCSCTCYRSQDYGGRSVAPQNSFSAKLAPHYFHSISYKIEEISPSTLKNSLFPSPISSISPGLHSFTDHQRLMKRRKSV
# ANO1 activ = mouse TMEM16A channel activation, primary screen. B-score at 10 µM. Q8BHY3. HEK293 TMEM16A/YFP-H148Q/I152L, iodide quench fluorescence; stronger effect = lower value. actives 0.3% (n = 340,000);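 active = fluorescence-ratio B-score plate-corrected deviation score at least 3 library SD below zero, with starting fluorescence score within 5 deviations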;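 note: channel opened by trigger with iodide after compound preincubation; score built on the fluorescence ratio of max minus min over baseline; more negative score means more quench and so TMEM16A activation or potentiation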
# KCNK3 block = human KCNK3 channel inhibition, primary screen; O14649; CHO-KCNK3 thallium flux, FluxOR fluorescence; stronger effect = lower value; B-score at 10 µM; actives 0.84% (n = 340,000);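 active = B-score under library mean minus 4 SD, starting fluorescence ratio at most library mean plus 5 SD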;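 note: more negative B-score means stronger inhibition of thallium flux through KCNK3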
# Target sequence (O14649 whole entry, looked up): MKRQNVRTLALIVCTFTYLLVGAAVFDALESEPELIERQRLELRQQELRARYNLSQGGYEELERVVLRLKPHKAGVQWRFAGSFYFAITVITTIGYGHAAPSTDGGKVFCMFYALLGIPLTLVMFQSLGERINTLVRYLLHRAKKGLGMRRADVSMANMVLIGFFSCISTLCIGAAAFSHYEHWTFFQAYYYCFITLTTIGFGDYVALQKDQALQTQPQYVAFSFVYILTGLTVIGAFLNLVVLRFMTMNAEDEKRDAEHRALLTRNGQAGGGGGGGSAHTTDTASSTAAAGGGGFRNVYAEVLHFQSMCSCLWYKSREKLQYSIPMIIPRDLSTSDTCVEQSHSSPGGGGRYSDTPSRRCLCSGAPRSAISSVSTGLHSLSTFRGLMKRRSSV
# TMEM16A inh = mouse TMEM16A channel inhibition, primary screen. normalized B-score (activity score, 25-100; higher = stronger inhibition) at 10 µM. Q8BHY3. actives 1.2% (n = 310,000). HEK293 TMEM16A/YFP iodide influx fluorescence, ionomycin;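 active = ratio plate-corrected score three or more library SD toward inhibition, starting fluorescence score within five deviations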;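 note: score derived from kinetic fluorescence span divided by baseline fluorescence per well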
# KCNQ1 act = potentiators or activators of human KCNQ1 potassium channel; P51787; CHO-K1 KCNQ1, thallium flux FluxOR fluorescence; stronger effect = higher value; B-score at 10 µM; actives 0.35% (n = 310,000); AID 2648;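 active = fluorescence ratio B-score, a plate-corrected score, at least three library SD, with initial intensity B-score within 5 SD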
#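 System: Stable KCNQ1 CHO-K1 line | Incubation: 90 min dye loading and 20 min compound exposure, both at room temperature | Measure: Ratio B score | Medium: Assay buffer for compound exposure, DMSO matched across wells | Compound dosing: Single-concentration screen | Probe or stimulus: K+/Tl+ depolarizing stimulus | Measured by: Kinetic FluxOR fluorescence, 10 s baseline plus 110 s post-stimulus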
# TRPC4 PAM = allosterically enhances the mouse TRPC4 cation channel; actives 0.42% (n = 310,000); AID 2227; Q9QUQ5; HEK293 TRPC4beta/mu-opioid, DAMGO EC20, Fluo-4 Ca2+ flux; stronger effect = higher value; B-score at 10 µM;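 active = B-score of calcium response area above 5 SD of library B-scores, with initial fluorescence ratio within 5 SD of library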;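 note: B-score of integrated fluorescence ratio over time as area under calcium response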
# hERG protect = shields human hERG channel from block by proarrhythmic agents | Q12809 | CHO-hERG, FluxOR thallium flux, dofetilide IC70 present | activation (rescue from dofetilide block), less the hit threshold, % at 10 µM | actives 0.51% (n = 310,000) | AID 1511;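 active = activation above the mean of controls blocked by dofetilide plus 5 SD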;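 note: thallium influx through hERG after potassium depolarization seen as dye fluorescence rise; in these data hits start at about 4.7%; inactives centre near -7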
# DYRK1A inh = inhibitors of rat Dyrk1A kinase. Q63470. ADP-Glo luminescence, NFATc1 peptide. inhibition, % at 12.5 µM. actives 0.43% (n = 310,000); in the data active = inhibition above about 50%;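 note: plate controls were vehicle with enzyme for no effect and no enzyme for full effect; many of its hits are not listed in these tables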
# * = called active by the depositor; i = inactive; u = inconclusive; x = not tested or not shown.
smiles,TRPC4 act,ANO1 activ,DYRK1A inh,HDAC3 inhib,KCNK9 inh,KCNQ1 act,KCNQ1 block,KCNK3 block,TMEM16A inh,TRPC4 PAM,hERG protect
CC(C)(C)C1CCC(=NNC(=O)C(=O)NC2CCCCC2)CC1 (stereo not drawn),i,i,-1,-8,i,i,i,i,i,i,-3
Cc1ccc(-n2nc(C)c3c(C)c(CCC(=O)NCc4ccccc4)c(C)nc32)cc1,i,i,1,-1,i,i,i,i,i,i,-4
COc1ccc2c(c1)O[C@@H](c1cccc(C(F)(F)F)c1)[C@H](OC(=O)NCCc1ccc(OC)c(OC)c1)C2=O,i,x,x,u,i,8*,i,x,i,i,8.4*
O=c1nccc(NCc2ccco2)[nH]1,i,i,-3,0,i,i,i,i,i,i,-9
CN(c1ccccc1)S(=O)(=O)c1ccc(NC(=S)NC(=O)c2ccccc2)cc1,i,i,1,6,i,i,i,i,i,i,-13
COc1ccc(-c2nn(-c3ccccc3)cc2/C=N/Nc2ccc(S(N)(=O)=O)cc2[N+](=O)[O-])cc1OC,i,i,-2,-2,i,i,i,i,i,i,-10
CC1CCN(C(=O)Cn2c(=O)c3cccn3c3ccccc32)CC1,i,i,-3,-5,i,i,i,i,i,i,-6
O=C(COc1ncnc2scc(-c3ccc(Cl)cc3)c12)NCc1ccco1,i,i,0,0,i,i,i,i,i,i,-10
Cc1nc2ncnn2c(C)c1CCC(=O)N1CCCCC1,i,i,5,x,i,i,i,i,i,i,-7
Cc1ccnc(NS(=O)(=O)c2ccccc2)n1,i,i,3,-5,i,i,i,i,i,i,-9
COc1ccc(NC(=O)COC(=O)C2CCCCC2)c([N+](=O)[O-])c1,i,i,9,5,i,i,i,i,i,i,-13
CC(C)C(C(=O)N1CCN(Cc2ccccc2)CC1)c1ccccc1 (stereo not drawn),i,i,-3,3,i,i,i,i,i,i,-6
Cc1cccc(NC(=S)NNc2ncc(C(F)(F)F)cc2Cl)c1,i,i,-2,1,i,i,i,i,i,i,-2
Cc1ccccc1NC(=O)CCc1nnc2ccc(N3CCC4(CC3)OCCO4)nn12,i,i,-2,-4,i,i,i,i,i,i,-8
COCC(=O)Nc1ccc2nc3n(c(=O)c2c1)CCCCC3,i,i,8,-1,i,i,i,i,i,i,-10
CCOc1ccc(N2CC(C(=O)N3CCCC3)CC2=O)cc1 (stereo not drawn),i,i,-2,-2,i,i,i,i,i,i,-3
CCn1cc(Br)c(C(=O)N2CCN(c3ccccc3)CC2)n1,i,i,-6,-6,i,i,i,i,i,i,-6
CC(C)N1C(=O)/C(=C\c2nc3ccccc3c(=O)n2-c2ccccc2)c2ccccc21,i,i,-8,11,i,i,i,i,i,i,-12
COc1ccc(/C=N\NC(=O)c2cccc(F)c2)cc1COc1ccccc1,i,i,x,7,i,i,i,i,i,i,4
Cc1nc2ccc(NC(=O)c3cccc(S(=O)(=O)N(C)c4ccccc4)c3)cc2s1,i,i,-4,6,i,i,i,i,i,i,-18
CCCCCOc1ccc(NC2=CC(=O)CCC2)cc1,i,i,-3,1,i,i,i,i,i,i,-1
O=C(NCCc1c[nH]c2ccccc12)c1ccc(Cl)cc1,i,i,14,0,i,i,i,i,i,i,-15
Cc1ccc2nsnc2c1S(=O)(=O)Nc1cccc2nsnc12,i,i,-6,1,i,11*,i,i,i,i,5.2*
Cc1cccc2cc(CN(Cc3ccccc3)C(=O)c3cccc(F)c3)c(Cl)nc12,i,i,9,-1,i,i,i,i,i,i,-2
CCC(C)C(=O)Nc1cc([N+](=O)[O-])ccc1Cl (stereo not drawn),i,i,2,-3,i,i,i,i,i,i,-5

# The results go on.
smiles,TRPC4 act,ANO1 activ,DYRK1A inh,HDAC3 inhib,KCNK9 inh,KCNQ1 act,KCNQ1 block,KCNK3 block,TMEM16A inh,TRPC4 PAM,hERG protect
O=C(CNC(=O)c1cccs1)N=Nc1c(O)[nH]c2ccc(Br)cc12,i,i,6,-3,i,i,i,i,i,i,-8
CCCCNC(=O)/C=C/c1ccc(S(=O)(=O)Nc2ccc(OC)cc2)cc1,i,i,-5,3,i,i,i,i,i,i,-14
O=C(Nc1cc(C(F)(F)F)ccc1F)C1CCC1,i,i,-1,0,i,i,i,i,i,i,-3
O=C(c1cccc(S(=O)(=O)N2CCCC2)c1)c1nnc(-c2ccncc2)o1,i,i,-2,0,i,i,i,i,i,i,1
CCOC(=O)Cn1c(CN(Cc2ccccc2)Cc2ccccc2)nc2c1c(=O)n(C)c(=O)n2C,i,i,-4,11,i,i,i,i,i,i,-6
CCN(CC)S(=O)(=O)c1ccc(NC=C(C#N)C#N)cc1,i,i,-5,-6,i,i,i,i,i,i,-13
O=C(CNC(c1ccccc1)c1ccccc1)Nc1ccccc1Br,i,i,-2,-1,i,i,i,i,i,i,-16
Cc1ccc([N+](=O)[O-])c(OCCN2C(=O)NC(C)(C)C2=O)c1,i,i,3,2,i,i,i,i,i,i,-8
Cc1n[nH]c(=S)n1-c1ccc(Cl)cc1,i,i,2,9,i,i,i,i,i,i,1
CC(C)(C)OC(=O)[C@H](Cc1ccccc1)NC(=O)c1nc[nH]c1C(=O)N1CCN(C(=O)OC(C)(C)C)CC1,i,i,3,4,i,i,i,i,i,i,-14
CCC(=NCCc1c(C)[nH]c2ccccc12)C1=C(O)CC(c2ccccc2)CC1=O (stereo not drawn),i,i,0,-2,i,i,i,i,i,i,-6
COc1ccc(/C=N/OCC(=O)N2CCCC2)c(OC)c1,i,i,x,2,i,i,i,i,i,i,-10
CCOC(=O)N1CCN(C(=S)Nc2ccc(C)cc2C)CC1,i,i,-3,-2,i,i,i,i,i,i,0
Cc1c(CCCN)c2ccccc2n1Cc1ccccc1,i,i,0,-7,i,i,i,i,i,i,-13
Cc1nc2c(sc(=S)n2Cc2ccco2)c(=O)n1CC(=O)Nc1ccc(F)cc1,i,i,-5,-1,i,i,i,i,i,i,-7
Oc1c(Br)cc(Br)cc1/C=N/n1c(-c2ccccc2)n[nH]c1=S,i,i,8,0,i,12*,i,i,i,i,-18
CCN(Cc1ccccc1)C(=O)CN1C(=O)COc2ccc(S(=O)(=O)NC3CCCC3)cc21,i,i,-13,5,i,i,i,i,i,i,-7
O=C(CSc1nc2ncc(Br)cc2[nH]1)c1cccc([N+](=O)[O-])c1,i,i,3,1,i,i,i,i,i,i,-6
O=C(N/N=C/c1cc(Cl)cc([N+](=O)[O-])c1O)c1ccccc1NS(=O)(=O)c1cccs1,i,i,14,12,i,i,i,i,i,i,-27
C/C(=N\NC(=O)COc1ccccc1[N+](=O)[O-])c1cccs1,i,i,x,-1,i,i,i,i,i,i,-18
Cc1oc(-c2ccc(Cl)cc2)nc1CS(=O)CC(=O)NCc1ccccn1 (stereo not drawn),i,i,-9,1,i,i,i,i,i,i,-7
Cc1ccc(S(=O)(=O)N(CCCO)CC(O)CON=C2c3ccccc3-c3ccccc32)cc1 (stereo not drawn),i,i,-2,2,i,i,i,i,i,i,-1
CC1=C(C)CC(C(=O)NNC(=O)c2csc3c2CCC(C(C)(C)C)C3)C(C(=O)O)C1 (stereo not drawn),i,i,0,5,i,i,i,i,i,i,-1
CCCNC(=O)c1ccc2c(c1)nc(C)n2-c1cccc(C)c1,i,i,3,-1,i,i,i,i,i,i,-3
O=C(Cc1ccc(-c2ccccc2)cc1)Nc1ncccc1O,i,i,1,14,i,i,i,i,i,i,-4

# Additional records follow:
smiles,TRPC4 act,ANO1 activ,DYRK1A inh,HDAC3 inhib,KCNK9 inh,KCNQ1 act,KCNQ1 block,KCNK3 block,TMEM16A inh,TRPC4 PAM,hERG protect
O=C(c1cc(Cl)ccc1Cl)N1CCOCC1,i,i,1,-1,i,i,i,i,i,i,0
CCCCCCCCOC(=O)C(NC(=O)CCC(=O)Nc1ccc(S(N)(=O)=O)cc1)C(O)c1ccccc1 (stereo not drawn),i,i,-4,-6,i,i,i,i,i,i,-2
CC(=O)CCn1cnc([N+](=O)[O-])n1,i,i,0,2,i,i,i,i,i,i,-5
Cc1ccc(N=C2NC(=O)/C(=C\c3ccco3)S2)cc1,i,i,18,2,i,i,i,i,i,i,-4
S=C(Nc1ccc(Br)cc1)Nc1ccc2c(c1)OCCO2,i,i,8,x,i,i,i,i,i,i,-12
CCOC(=O)c1c(NC(=O)CSc2nnc3c(Cl)cc(Cl)cn23)sc2c1CCC2,i,i,3,-2,i,i,i,i,i,i,-8
COc1ccc(NC(=O)C2CC(=O)N(c3cc(C)ccc3C)C2)cc1 (stereo not drawn),i,i,4,3,i,i,i,i,i,i,-10
CCOP(=O)(OCC)C(NC(=O)Nc1ccc(C)cc1)C(N)=O (stereo not drawn),i,i,x,-3,i,i,i,i,i,i,-5
OCCNCC(O)Cn1c2ccccc2c2ccccc21 (stereo not drawn),i,i,-7,-5,i,i,i,i,i,i,-18
CCCCN(C)CCNC(=O)C(NC(=O)C1CCC(C)CC1)C(C)C (stereo not drawn),52*,i,-1,3,i,i,i,i,i,i,-5
O=C(Nc1ccccc1F)Oc1cccc(OC(=O)Nc2ccccc2F)c1,i,i,-2,x,i,i,i,i,i,i,-2
O=c1c2ccccc2ncn1-c1ccc(Br)cc1[N+](=O)[O-],i,i,19,-7,i,i,i,i,i,i,-6
Cn1c(-c2ccccc2)cnc1SCc1nc2ccccc2c(=O)[nH]1,i,i,8,1,i,i,i,i,i,i,-18
O=c1c2nccnc2[nH]c(=S)n1Cc1ccccc1Cl,i,i,-6,0,i,i,i,i,i,i,-10
CCN(CC(=O)Nc1c(F)cccc1F)C(=O)c1cc([N+](=O)[O-])ccc1N1CCOCC1,i,i,13,-4,i,i,i,i,i,i,-14
Cc1c(Cl)cccc1S(=O)(=O)Nc1ccnn1C,i,i,-6,-2,i,i,i,i,i,i,-5
Cc1nc2cc(C(F)(F)F)ccc2n1C,i,i,-6,-7,i,i,i,i,i,i,-12
CCC(C)N(C(=O)COc1ccc(Br)cc1C=O)C1CCS(=O)(=O)C1 (stereo not drawn),i,i,16,-5,i,i,i,i,i,i,-17
Cc1ccc(S(=O)(=O)N(C)C)cc1NC(=O)CCNC(=O)c1ccco1,i,i,-6,2,i,i,i,i,i,i,-3

# From PubChem BioAssay

# Some of the compounds tested; count on the stated rates, not on these rows.
